Source: PubChem BioAssay
Pf Dd2 inh – P. falciparum Dd2 growth inhibition; SYBR Green, 72 h; active compounds read low; activity change, % at 10 µM; hit rate 2.3% among 94,000; AID 1159554; in the data active means activity change below about -80%
Tcruzi prolif – inhibitors of T. cruzi proliferation; hit rate 5.9% among 77,000; T. cruzi beta-gal in NIH3T3, GalScreen luminescence, 90 h; AID 624255; inhibition, % at 8.34 µM;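 active means mean inhibition above about 93%, with at least 55% of replicates each passing it, limit read from the data, passing the limit was not always enough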
KDM4C inh – inhibitors of human demethylase GASC-1 KDM4C | Q9H3R0 | GST-KDM4C 2-372, H3K9me3 peptide, LANCE TR-FRET | inhibition, % at 12.5 µM | hit rate 0.15% among 96,000 | AID 720574;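 active means mean replicate inhibition above about 25%, with at least 55% of replicates also reaching it, limit read from the data, passing the limit was not always enough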
Target sequence (Q9H3R0 2-372 limits assumed): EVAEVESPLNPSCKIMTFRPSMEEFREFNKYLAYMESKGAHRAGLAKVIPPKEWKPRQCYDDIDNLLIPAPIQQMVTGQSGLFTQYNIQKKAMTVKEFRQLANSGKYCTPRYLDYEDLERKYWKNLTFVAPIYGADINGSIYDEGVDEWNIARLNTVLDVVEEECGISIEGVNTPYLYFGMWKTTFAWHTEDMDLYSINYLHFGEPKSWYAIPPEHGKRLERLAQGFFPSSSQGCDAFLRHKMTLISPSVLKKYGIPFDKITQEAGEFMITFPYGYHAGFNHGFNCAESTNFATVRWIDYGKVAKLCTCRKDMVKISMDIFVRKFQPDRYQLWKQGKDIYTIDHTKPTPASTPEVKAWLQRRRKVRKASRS
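Test system – GST-tagged GASC-1 (JMJD2C) catalytic fragment, aa 2-372 · Medium – HEPES buffer, pH 7.5, plus ascorbate · Reagent – H3K9me3 peptide with Fe(II)/2OG · Compound – one test concentration per compound · Timing – 30 min reaction, 60 min detection, RT · Technique – TR-FRET with Eu antibody and ULight streptavidin, EDTA stop · Read-out basis – inhibition from TR-FRET ratio decrease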
C diff growth – C. difficile growth inhibition; hit rate 0.25% among 86,000; Clostridium difficile clinical isolate growth, OD600, 24 h; active compounds read low; growth activity, negative = inhibition, % at 16 µg/mL (by protocol);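 active means mean growth activity at or below -80% and every replicate also at or below -80%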;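 further: 0% = DMSO wells and -100% = levofloxacin 16 µg/mL wells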
An asterisk follows results filed as active; . = not tested or not shown; & = joins results of further samples. Rows are unselected; about 6.7% have a hit in one of these screens.

SMILES | Pf Dd2 inh | Tcruzi prolif | KDM4C inh | C diff growth
C[C@H]1CN([C@@H](C)CO)C(=O)c2cccc(NC(=O)c3nc4ccccc4s3)c2O[C@@H]1CN(C)CC1CC1 | -5 | -3 | -1.0 | -1
COC(=O)C[C@H]1C=C[C@H](NS(=O)(=O)c2ccccc2F)[C@@H](CO)O1 | 17 | -77 | 2.7 | .
COc1ccc(NC(=O)Nc2ccc3c(c2)CC(=O)N([C@@H](C)CO)C[C@@H](C)[C@@H](CN(C)S(C)(=O)=O)O3)cc1 | 1 | 25 | -1.6 | -3
C[C@@H]1CN([C@H](C)CO)C(=O)CCCn2nncc2CO[C@@H]1CN(C)Cc1ccc2c(c1)OCO2 | -9 | 12 | -1.3 | .
CO[C@H]1CN(C)C(=O)c2cc(NC(=O)C3CCOCC3)ccc2OC[C@H](C)N(C(=O)c2ccccc2)C[C@H]1C | . | 12 | 0.2 | .
CN(C)CC#Cc1ccc([C@H]2[C@H](CO)N3CCCCN(C(=O)C4CC4)C[C@@H]23)cc1 | 7 | 35 | . | 5
CNC(=O)C[C@@H]1CC[C@@H]2[C@@H](COc3ccc(NC(=O)Nc4cc(C)cc(C)c4)cc3C(=O)N2C)O1 | 7 | 0 | -0.4 | 4
C[C@@H]1CN([C@@H](C)CO)C(=O)Cc2cc(NC(=O)Cc3cn(C)c4ccccc34)ccc2O[C@H]1CN(C)Cc1ccc(C(F)(F)F)cc1 | -35 | 66 | -4.1 | 7
O=C(C[C@@H]1CC[C@H]2NC[C@H](O)COC[C@@H]2O1)NC1Cc2ccccc2C1 | . | 39 | 0.8 | 5&-10
O=C(Nc1cccc(F)c1)N[C@@H]1CC[C@H](CCNS(=O)(=O)c2cccc(Cl)c2)O[C@H]1CO | -88* | 115* | -2.0 | .
CCCNC(=O)NC[C@H]1[C@H](c2ccc(C3=CCCCC3)cc2)[C@H](CO)N1C(C)=O | -10 | 61 | -1.9 | -13
O=C(NC1Cc2ccccc2C1)[C@H]1[C@H](CO)[C@H]2Cn3c(ccc(C4=CCCCC4)c3=O)[C@H]2N1CC1CC1 | -14 | . | 3.8 | -3
COCC(=O)N1[C@@H](C#N)[C@H](c2ccc(C#Cc3ccccc3F)cc2)[C@@H]1CO | -8 | 101* | -0.2 | 9
O=C(c1ccccc1F)N1CC(=O)N2[C@@H](CO)[C@@H](c3ccc(C#Cc4ccccc4)cc3)[C@@H]2C1 | -19 | . | -1.5 | -3
C[C@H](NC(=O)N(C)C[C@@H]1OCc2ccccc2-c2ccccc2C(=O)N([C@@H](C)CO)C[C@@H]1C)c1ccccc1 | -9 | -6 | 3.4 | 2
Cc1ccc(S(=O)(=O)N[C@@H]2C=C[C@@H](CC(=O)NCCc3ccncc3)O[C@@H]2CO)cc1 | 7 | 49 | -0.2 | 3
C[C@H]1CN([C@@H](C)CO)C(=O)c2cc(C#CC3CC3)cnc2O[C@@H]1CN(C)C(=O)Nc1ccc(F)cc1 | 8 | 27 | -0.4 | -3
COc1ccccc1CNC(=O)C[C@H]1CC[C@@H](NC(=O)CN(C)C)[C@H](CO)O1 | 3 | -18 | 0.6 | 1
C[C@H](CO)N1C[C@H](C)[C@H](CN(C)Cc2ccccn2)Oc2ncc(-c3ccc(C#N)cc3)cc2C1=O | 10 | -8 | 0.9 | 3
C[C@H]1CN([C@@H](C)CO)S(=O)(=O)c2ccc(C#CC(C)(C)O)cc2O[C@H]1CN(C)C | . | -14 | 0.2 | 0

Exported as a markdown table: part of the list above
| Molecule | Pf Dd2 inh | Tcruzi prolif | KDM4C inh | C diff growth |
| --- | --- | --- | --- | --- |
| CCCNC(=O)NC[C@H]1[C@H](c2ccc(C3=CCCCC3)cc2)[C@H](CO)N1C(C)=O | -10 | 61 | -1.9 | -13 |
| C[C@H](NC(=O)N(C)C[C@@H]1OCc2ccccc2-c2ccccc2C(=O)N([C@@H](C)CO)C[C@@H]1C)c1ccccc1 | -9 | -6 | 3.4 | 2 |
| C[C@H](CO)N1C[C@H](C)[C@H](CN(C)Cc2ccccn2)Oc2ncc(-c3ccc(C#N)cc3)cc2C1=O | 10 | -8 | 0.9 | 3 |

The list goes on:
SMILES | Pf Dd2 inh | Tcruzi prolif | KDM4C inh | C diff growth
CO[C@@H]1CN(C)C(=O)c2cc(NC(=O)C3CCOCC3)ccc2OC[C@H](C)N(C)C[C@H]1C | . | -10 | 3.7 | -2
O=C(C[C@@H]1CC[C@@H]2[C@H](COC[C@@H](O)CN2Cc2ccc3c(c2)OCO3)O1)N1CCOCC1 | 1 | -12 | 1.0 | .
CCCNC(=O)[C@@H]1[C@@H](CO)[C@@H]2Cn3c(ccc(-c4cccc(OC)c4)c3=O)[C@H]1N2CC | 15 | . | -2.4 | -3
COc1ccccc1CN1C[C@@H](C)[C@H](OC)CN(C)C(=O)c2cc(NC(=O)Nc3ccccc3OC)ccc2OC[C@H]1C | -89* | 20 | 0.1 | .
CCCNC(=O)Nc1ccc2c(c1)C(=O)N(C)C[C@@H](OC)[C@H](C)CN(Cc1cncnc1)[C@@H](C)CO2 | 3 | 16 | -0.3 | -5
C[C@@H]1CN([C@@H](C)CO)C(=O)c2cc(NC(=O)Cn3cnnn3)ccc2O[C@@H]1CN(C)S(=O)(=O)c1cccs1 | 3 | -14 | -0.5 | .
CN(C)CCCNC(=O)C[C@H]1CC[C@@H]2[C@H](COC[C@@H](O)CN2CC2CCCC2)O1 | . | 74 | 2.3 | 7&4
O=C(C[C@@H]1C[C@@H]2c3cc(NC(=O)CC4CC4)ccc3O[C@@H]2[C@@H](CO)O1)NCc1ccc(-c2ccccc2)cc1 | -8 | 4 | -3.3 | 1
Cc1ccccc1-c1ccc(C2[C@H]3CNC[C@@H]2N3S(=O)(=O)c2ccc(F)cc2)cc1 (stereo partly specified) | 5&-2 | . | -1.9&-2.4 | 67&47
C[C@H]1CN([C@@H](C)CO)C(=O)Cc2cc(NC(=O)C3CC3)ccc2O[C@H]1CN(C)Cc1ccc(Cl)c(Cl)c1 | -14 | 80 | 0.3 | 15

Quoted at random: 7 entries already listed.
SMILES | Pf Dd2 inh | Tcruzi prolif | KDM4C inh | C diff growth
O=C(C[C@@H]1CC[C@@H]2[C@H](COC[C@@H](O)CN2Cc2ccc3c(c2)OCO3)O1)N1CCOCC1 | 1 | -12 | 1.0 | .
COCC(=O)N1[C@@H](C#N)[C@H](c2ccc(C#Cc3ccccc3F)cc2)[C@@H]1CO | -8 | 101* | -0.2 | 9
O=C(C[C@@H]1CC[C@H]2NC[C@H](O)COC[C@@H]2O1)NC1Cc2ccccc2C1 | . | 39 | 0.8 | 5&-10
CN(C)CCCNC(=O)C[C@H]1CC[C@@H]2[C@H](COC[C@@H](O)CN2CC2CCCC2)O1 | . | 74 | 2.3 | 7&4
C[C@@H]1CN([C@H](C)CO)C(=O)CCCn2nncc2CO[C@@H]1CN(C)Cc1ccc2c(c1)OCO2 | -9 | 12 | -1.3 | .
CO[C@@H]1CN(C)C(=O)c2cc(NC(=O)C3CCOCC3)ccc2OC[C@H](C)N(C)C[C@H]1C | . | -10 | 3.7 | -2
C[C@H]1CN([C@@H](C)CO)C(=O)c2cccc(NC(=O)c3nc4ccccc4s3)c2O[C@@H]1CN(C)CC1CC1 | -5 | -3 | -1.0 | -1

Later entries:
SMILES | Pf Dd2 inh | Tcruzi prolif | KDM4C inh | C diff growth
CC(C)NC(=O)Nc1cccc2c1O[C@@H](CN(C)C(=O)Nc1ccc3c(c1)OCO3)[C@@H](C)CN([C@@H](C)CO)C2=O | 15 | 35 | -0.6 | .
C[C@H](CO)N1C[C@H](C)[C@@H](CN(C)C(=O)Nc2cccc3ccccc23)Oc2c(NC(=O)C3CCOCC3)cccc2C1=O | 6 | 40 | 7.0 | 1
CCCNC(=O)N1CC2(CN(S(=O)(=O)c3ccccc3)C2)c2c(n(C)c3cc(OC)ccc23)[C@H]1CO | 27 | . | 0.3 | 0
COc1ccccc1NC(=O)N(C)C[C@H]1OCc2cnnn2CCCC(=O)N([C@@H](C)CO)C[C@@H]1C | -14 | 4 | 1.0 | 0
C[C@@H]1CN([C@@H](C)CO)S(=O)(=O)c2ccc(-c3ccccc3)cc2O[C@@H]1CN(C)C(=O)C1CCCCC1 | -6 | 97* | -1.2 | 0
CCCC#Cc1ccc2c(c1)O[C@H](CN(C)C(=O)c1ccccc1F)[C@@H](C)CN([C@H](C)CO)S2(=O)=O | -78 | 111* | -2.7 | 18
CC(C)NC(=O)Nc1ccc2c(c1)CC(=O)N([C@@H](C)CO)C[C@@H](C)[C@@H](CN(C)S(=O)(=O)c1ccc(Cl)cc1)O2 | -10 | 43 | -1.3 | 16
Cc1ccc(S(=O)(=O)Nc2ccc3c(c2)C(=O)N([C@H](C)CO)C[C@H](C)[C@@H](CN(C)S(C)(=O)=O)O3)cc1 | 6 | 6 | -0.3 | -1
CNC[C@H]1Oc2ccc(N)cc2CC(=O)N([C@H](C)CO)C[C@H]1C | 21 | . | -1.0 | -2
CN1C(=O)c2cc(NC(=O)c3ccc(F)cc3)ccc2OC[C@@H]2O[C@H](CC(=O)N3CCOCC3)CC[C@@H]21 | -7 | 48 | 3.6 | -3
CC(C)c1cn(CC[C@@H]2CC[C@@H](NC(=O)C3CC3)[C@H](CO)O2)nn1 | 27 | 10 | 2.0 | .
CC(C)NC(=O)N[C@@H]1CC[C@@H](CCN)O[C@@H]1CO | 19 | 23 | 0.2 | .
CCCNC(=O)N[C@H]1CC[C@@H](CC(=O)NC2CCC2)O[C@@H]1CO | 13 | -37 | -2.3 | .
CC(C)NC(=O)Nc1ccc2c(c1)C(=O)N([C@@H](C)CO)C[C@@H](C)[C@H](CN(C)S(=O)(=O)c1cccs1)OCCCC[C@H](C)O2 | . | . | 0.4 | -34
CC(C)NC(=O)Nc1ccc2c(c1)CC(=O)N([C@H](C)CO)C[C@H](C)[C@@H](CN(C)S(=O)(=O)c1ccc(Cl)cc1)O2 | -35 | 75 | -0.5 | 0
COc1ccccc1NC(=O)N1C[C@@H](O)COC[C@H]2O[C@H](CC(=O)NCCc3ccccc3)CC[C@@H]21 | 1 | -17 | -0.6 | .
COc1ccc2c3c([nH]c2c1)[C@H](CO)N(C(=O)CN1CCOCC1)CC31CN(Cc2ccccc2)C1 | -63 | . | -0.6 | -1
CNC[C@@H]1Oc2cc(C#Cc3cccc(F)c3)ccc2S(=O)(=O)N([C@H](C)CO)C[C@H]1C | -44 | 50 | -3.8 | 5
O=C(C[C@H]1C=C[C@@H](NC(=O)c2ccccn2)[C@H](CO)O1)NCc1cccc(F)c1 | 4 | -21 | -0.5 | 1
O=C(C[C@H]1CC[C@@H]2[C@H](COC[C@H](O)CN2S(=O)(=O)c2ccc(Cl)cc2)O1)NCCN1CCCC1 | -13 | -16 | -2.0 | 2
O=C(Nc1cc(F)ccc1F)N[C@@H]1CC[C@H](CCn2cc(C3CCCC3)nn2)O[C@H]1CO | -52 | . | -1.7 | -21
C[C@H](CO)N1C[C@H](C)[C@H](CN(C)C(=O)Nc2ccc3c(c2)OCO3)Oc2ccc(NC(=O)c3ccncc3)cc2C1=O | 2 | 38 | -0.1 | .
CN1C(=O)c2cc(NC(=O)C3CCCC3)ccc2OC[C@H]2O[C@@H](CC(=O)NCc3ccccc3F)CC[C@H]21 | -13 | . | 3.3 | 1
C[C@@H](NC(=O)C[C@@H]1CC[C@@H]2[C@H](COC[C@H](O)CN2C(=O)Nc2cccc(Cl)c2)O1)c1ccccc1 | 14 | 2 | 2.2 | 47&27
COc1ccc(C(=O)Nc2ccc3c(c2)OC[C@H](C)N(C)C[C@@H](C)[C@H](OC)CN(C)C3=O)cc1 | . | -1 | -0.2 | -8
